# High-throughput results: PubChem, Vanderbilt High Throughput Screening Facility
# Cav32 inh – inhibitors of human Cav3.2 T-type calcium channel; O95180; Cav3.2-expressing cells, Fluo-4 calcium fluorescence FDSS; stronger effect = lower value; B-score at 10 µM; 100,000 tested, 4% active;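 active means single-dose well whose peak fluorescence ratio is a statistical outlier from its plate by either plate-standardised score or position-corrected B-score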
# The depositor's hits bear a star. Some of the compounds tested; the hit share may differ from the screen's.
compound	Cav32 inh
Cc1cccn2c(=O)c(/C=C(\C#N)S(=O)(=O)c3ccccc3)c(N3CCC(C(N)=O)CC3)nc12	1.8
O=C(CSc1nnc(-c2cnccn2)n1Cc1ccco1)c1ccc(Cl)cc1	-0.58
CCCc1nc2c(C)ccc(C)c2c(N)c1CC	-1.6
CCOC(=O)c1ccc(S(=O)(=O)n2c(CN3CCCCC3)nc3ccccc32)cc1	-0.025
CC1CC(C)CN(C(=O)CSC2=Nc3ccccc3C3=NC(Cc4c[nH]c5ccccc45)C(=O)N23)C1 (stereo not given)	-1.7
NC(=O)[C@@H]1CCCCNc2c(F)cc([N+](=O)[O-])cc2C(=O)N[C@@H](CC(=O)O)C(=O)NCC(=O)N1	-0.065
CCN(CC)C(=O)C1=C(C)NC(=S)NC1c1cn(-c2ccccc2)nc1-c1ccc(Cl)cc1 (stereo not given)	-1.7
COc1ccc(C2C3C=CCC(c4cccc(-c5ccc(C)cc5)c4)C3C(=O)N2Cc2ccccc2)cc1Cl (stereo not given)	1.3
CCn1c2ccccc2c2cc(NC(=O)c3ccc(Br)o3)ccc21	-0.98
CCn1nc(C)c(C(=O)Nc2cc(Oc3cc(C)cc(C)c3)cc([N+](=O)[O-])c2)c1C	-2.9
COc1ccc(N2C(=O)C3CC=C(Cl)CC3C2=O)cc1 (stereo not given)	0.032
C=CCn1c(SCC(=O)Nc2cc3oc4ccccc4c3cc2OC)nnc1-c1cnccn1	-4.2*
CC1(C)CC(=O)C(C=NCCN2CCN(C(=S)Nc3ccccc3)CC2)=C(O)C1	-0.93
O=S(=O)(c1cccs1)N1CCCc2cccc(O)c21	-2.4
CCN(CC)C(=O)c1cc(-c2ccccc2OC)on1	-0.59
O=S(=O)(c1ccc(S(=O)(=O)N2CCN(Cc3ccccc3)CC2)cc1)N1CCOCC1	0.013
CCOC(=O)c1ccc(S(=O)(=O)N2CCC(C(=O)OCC)CC2)cc1	0.13
Cc1cc(C)c(C#N)c(N2CCOCC2)n1	-1.7
CCOC(=O)N1CCN(C(c2ccc(Cl)cc2)c2sc3nc(C)nn3c2O)CC1 (stereo not given)	-0.8
COc1ccc(NC(=O)N(C2CCCCC2)C(C)c2ccco2)c(OC)c1 (stereo not given)	-3.7

# Taken from above.
# In Cav32 inh, C=CCn1c(SCC(=O)Nc2cc3oc4ccccc4c3cc2OC)nnc1-c1cnccn1 shows -4.2*
# In Cav32 inh, CC1(C)CC(=O)C(C=NCCN2CCN(C(=S)Nc3ccccc3)CC2)=C(O)C1 shows -0.93
# In Cav32 inh, CCn1c2ccccc2c2cc(NC(=O)c3ccc(Br)o3)ccc21 shows -0.98
# In Cav32 inh, Cc1cccn2c(=O)c(/C=C(\C#N)S(=O)(=O)c3ccccc3)c(N3CCC(C(N)=O)CC3)nc12 shows 1.8
# In Cav32 inh, CCn1nc(C)c(C(=O)Nc2cc(Oc3cc(C)cc(C)c3)cc([N+](=O)[O-])c2)c1C shows -2.9
# In Cav32 inh, NC(=O)[C@@H]1CCCCNc2c(F)cc([N+](=O)[O-])cc2C(=O)N[C@@H](CC(=O)O)C(=O)NCC(=O)N1 shows -0.065
# In Cav32 inh, CCOC(=O)c1ccc(S(=O)(=O)n2c(CN3CCCCC3)nc3ccccc32)cc1 shows -0.025

# More compounds.
compound	Cav32 inh
CC1=NN(C(=O)c2ccc(Cn3nc(C)cc3C)o2)C(O)(C(F)(F)F)C1 (stereo not given)	0.45
CCNc1nc(NCC)nc(SCCOC(=O)COc2ccc(Cl)cc2Cl)n1	0.77
Cc1ccc(S(=O)(=O)N2CCC(=O)N(CCOCc3cccc(Cl)c3)CC2)cc1	0.22
Cc1ccc(-n2ncc3c(Nc4c(C)n(C)n(-c5ccccc5)c4=O)ncnc32)c(C)c1	0.37
CCN(CC)c1nc2c(s1)C(=O)CC(C)(C)C2	-0.092
COCCCn1c(=N)c(C(=O)NCc2ccc3c(c2)OCO3)cc2c(=O)n3ccccc3nc21	-1.2
Cc1c(C(=O)O)c2cc(O)ccc2n1-c1ccccc1	0.76
COCCN1C(=O)N[C@@H](c2ccccc2)[C@H](C(C)=O)[C@H]1C	0.02
Fc1ccc(NCc2cn3ccccc3n2)cc1	-0.4
O=C(COc1ccc2oc3c(c2c1)CCCC3)Nc1ccccn1	-0.26
CCOC(=O)N1CCN(Cc2nc(N)nc(Nc3ccc(OCC)cc3)n2)CC1	0.16
COCC(=O)Nc1nnc(-c2cccs2)s1	-0.79
COc1ccc(NC(=O)CSc2nnc(C3CC3)n2-c2ccccc2)cc1	0.44
CN(C)S(=O)(=O)c1cccc(C(=O)C2=C3SC=C(c4ccccc4)N3CC2)c1	0.0035
CN(C)S(=O)(=O)c1ccc(C(=O)Nc2ccc(OCC(=O)N3CCOCC3)cc2)cc1	0.21
O=C(Nc1nc2c(Cl)cccc2s1)c1ccc(Br)o1	-0.31
Cc1csc(SCC(=O)Nc2c(C)n(C)n(-c3ccccc3)c2=O)n1	1.4
C=CCNc1oc(COc2ccc(C)cc2)nc1C#N	-0.94
Cc1ccc(-c2cc(C(=O)NCc3ccccn3)c3ccccc3n2)cc1	-0.36
O=c1c2c(nc3nc(SCc4ccccc4)[nH]n13)CCC2	1

# Next part:
compound	Cav32 inh
Brc1ccccc1-c1nnc(COc2ncnc3c2cnn3-c2ccccc2)o1	-0.29
CC(C)CC(=O)NC(=S)Nc1cccc(NC(=O)c2ccccc2Cl)c1	-1.6
CN1C(=C2C(=O)OC(C)(C)OC2=O)Sc2ccccc21	0.14
Cc1nc(NC(=O)c2cc3c(s2)CCCCC3)sc1C(=O)N(C)C	0.091
COc1ccc(NC(=S)NC(NC(=O)c2cccc3ccccc23)C(Cl)(Cl)Cl)c([N+](=O)[O-])c1 (stereo not given)	-2.1
CCOCCCNC(=O)CN1CCN(c2ccc(F)cc2)CC1	0.28
CCOC(=O)N1CCN(Cc2nc(-c3ccc(C)cc3)no2)CC1	0.36
COc1c(Cl)cc(Cl)cc1C(=O)Nc1ccc(NC(=O)c2cccs2)cc1	-2.2
N#Cc1ccccc1NC(=O)COC(=O)c1ccc(S(=O)(=O)N2CCCC2)cc1	1
CCN(CC)CCNC1=CC(=O)OC12CCCCC2	-0.65
Cc1nn(-c2ccccc2)c(C)c1/C=N/NC(=O)CSc1nc2ccccc2c(=O)n1-c1ccc(Br)cc1	-0.41
CSc1ccc2c(c1)C(N1CCN(C)CC1)Cc1ccccc1S2 (stereo not given)	-0.95
Cc1ccc(OCc2nnc(SCC(=O)c3cccs3)n2-c2ccccc2)cc1C	-4.7
CCN1CCN(C(C(=O)NC2CCCCC2)c2ccc(Cl)cc2)CC1 (stereo not given)	0.9
COc1ccc(S(=O)(=O)Nc2ccc(NC(C)=O)cc2)cc1OC	0.14
CCC1C(=O)Nc2nc(-c3ccccc3)c(-c3ccccc3)n2N=C1C (stereo not given)	-3
COc1ccc(/C=C2\NC(=S)N(CC3CCCO3)C2=O)c(OC)c1C (stereo not given)	-0.06
C/C=C/Cn1c(SCc2ccccc2)nc2c1c(=O)[nH]c(=O)n2C	0.98
CCOC(=O)C(Oc1ccc(=O)[nH]n1)C(C)=O (stereo not given)	0.7
N#Cc1c(N2CCN(C(=O)c3ccco3)CC2)nc(-c2ccccc2)c2c1CCCC2	-3.2

# Further entries
compound	Cav32 inh
COc1ccc(NC(=O)Nc2cccs2)cc1OC	0.15
Cc1cccn2cc(CNC(=O)CC3CCCC3)nc12	0.18
COc1ccc(S(=O)(=O)NC(CC(=O)N2CCc3ccccc32)c2ccco2)cc1 (stereo not given)	-1.7
CCN(CC)C(=O)c1ccc(C(=O)c2c(C)cc(C)cc2C)cc1	-0.11
Cc1cc(N2CCN(c3ccccc3)CC2)nc(-n2nc(C)cc2C)n1	0.24
Cn1cc(SCC(=O)N2CCCc3ccccc32)c2ccccc21	-3.8
COc1ccc(C)cc1NC(=O)C1CCN(S(=O)(=O)c2cccc3cccnc23)CC1	-0.29
COCCn1c(SCC#N)nnc1-c1ccccc1O	0.49
O=CN(/C=C1\Sc2ccccc2C1=O)Cc1ccccc1	-1.4
CCC(c1nnnn1CCOC)N1CCN(c2cccc(C(F)(F)F)c2)CC1 (stereo not given)	-0.018
CC(OC(=O)CCCOc1ccccc1)C(=O)NC(N)=O (stereo not given)	0.27
CCOc1ccccc1-c1nnc(SCC(=O)Nc2ccccc2)o1	-2.3
[O-][n+]1onc2c1C(N1CCOCC1)CCC2N1CCOCC1 (stereo not given)	0.47
CN(Cc1nc(-c2ccccn2)no1)S(=O)(=O)c1ccc(Br)cc1	0.13
COC(=O)c1ccc(CSc2nc3c(cnn3-c3ccccc3)c(=O)[nH]2)o1	-0.88
CCOC(=O)C1CCCCN1Cc1ccc(F)c(Br)c1 (stereo not given)	-1.4
CCCCCNc1nc(-c2ccccc2)cs1	-0.67
c1ccc(-n2nnnc2SCc2cn3ccccc3n2)cc1	1.7
COc1ccc(N=c2oc3c(OC)cccc3cc2C(=O)NCc2ccco2)cc1OC	-1.9
COc1ccc(C(=O)NCC2OCCc3ccccc32)c(O)c1 (stereo not given)	0.045

# Next entries follow:
canonical_smiles	Cav32 inh
COc1cc(C)c(S(=O)(=O)N2CCOCC2)cc1C	-0.0048
O=C(O)CCC(=O)NC1CCCCCCC1	0.099
O=C(CSCc1cnn(-c2ccccc2)c1-n1cccc1)NCc1cccs1	-6.3*
CC1=C(C(=O)Nc2ccc(C)cc2C)C(c2cccs2)NC(=S)N1 (stereo not given)	-1.8
O=C(CSc1nnc(-c2cc(-c3cccs3)nc3ccccc23)o1)NC1CCCCC1	0.25
C=CCn1c(=O)/c(=C/c2ccc(Cl)cc2)s/c1=C(/C#N)c1nnc2n1CCCCC2	-0.58
COC(C[C@@H]1O[C@@H]1C(=O)[C@@H](C)OCc1ccccc1)OC	0.01
COc1ccc(-c2nc(-c3ccc(NC(=O)c4ccc(Br)o4)cc3)no2)cc1OC	-0.52
CC1CC(C)CN(CC(=O)Nc2ccc(S(N)(=O)=O)cc2)C1 (stereo not given)	-0.48
CCc1ccc(-c2csc3ncn(CC(=O)N4CCOCC4)c(=O)c23)cc1	-0.092
COCCCNC(=O)CCn1c(=O)c2ccccc2n(CC(=O)Nc2ccc(C)cc2C)c1=O	0.04
CCCC1=C(C(=O)OCC)C(c2ccc(O)cc2)n2ncnc2N1 (stereo not given)	-0.63
COc1ccc(C2=NO[C@@H]3C(=O)N(Cc4ccccc4)C(=O)[C@H]23)cc1OC	-0.61
CC1(Cc2cn(CCC#N)c3ccccc23)OCCO1	0.55
O=C(O)CCC(=O)Nc1ccc2c(c1)oc1ccccc12	-0.23
O=C(CO/N=C/c1ccccc1O)NNC(=O)c1ccccc1Cl	-0.18
Cc1ccc(S(=O)(=O)Cc2ccc(C(=O)N3CCCC3)o2)cc1	0.74
CCOC(=O)c1ccc(CNC(=O)c2n[nH]c(=O)c3ccccc23)o1	-0.47
Cc1noc(C)c1CSc1nnc2cc(C)c3ccccc3n12	2.1
COc1cccc(C(=O)NC2=NCCS2)c1	-0.9
Cc1ccc(NC(=O)Cc2nnc(SCC(=O)c3ccc(Br)cc3)n2C)cc1	-1.1
CCOC(=O)C1CCCN(C(=O)c2c(-c3ccccc3Cl)noc2C)C1 (stereo not given)	-0.78
CCCc1nc(N2CCCC2)c(C#N)c2c1CCCC2	0.013
Cn1c(C(=O)NCC2CCCO2)cc2c(=O)n(C)c3ccccc3c21 (stereo not given)	2.1
Fc1cccc(-c2cc3nc4c(c(NCc5ccco5)n3n2)CCCC4)c1	-1.7
COC(=O)CN1C(=S)N(Cc2ccccc2)C(=O)C1CC(=O)Nc1ccc(Br)cc1 (stereo not given)	-3.4
CC1CCN(S(=O)(=O)c2ccc3c(c2)c(=O)c(C(=O)NC2CCCC2)cn3C)CC1	-2.9
CC(C)(C)C1CCC2(CC1)C(C#N)=C(SCC(=O)Nc1ccccc1)NC(=O)C2C#N (stereo not given)	-6.7*
Cc1ccc2c(c1)cc(CN(Cc1ccc3c(c1)OCO3)C(=O)c1cnccn1)c1nnnn12	0.0056
Cc1cccc(N(C(=O)Cn2nnc3ccccc32)C(C(=O)NC(C)(C)C)c2ccsc2)c1C (stereo not given)	0.3

# Arranged by the number under Cav32 inh (high to low): some entries from above.
mol,Cav32 inh
Cc1noc(C)c1CSc1nnc2cc(C)c3ccccc3n12,2.1
O=c1c2c(nc3nc(SCc4ccccc4)[nH]n13)CCC2,1
COc1cccc(C(=O)NC2=NCCS2)c1,-0.9
CCn1c2ccccc2c2cc(NC(=O)c3ccc(Br)o3)ccc21,-0.98
O=S(=O)(c1cccs1)N1CCCc2cccc(O)c21,-2.4

# In the list so far, these have a tert-butyl group.
canonical_smiles	Cav32 inh
CC(C)(C)C1CCC2(CC1)C(C#N)=C(SCC(=O)Nc1ccccc1)NC(=O)C2C#N (stereo not given)	-6.7*
Cc1cccc(N(C(=O)Cn2nnc3ccccc32)C(C(=O)NC(C)(C)C)c2ccsc2)c1C (stereo not given)	0.3

# Further entries follow:
canonical_smiles	Cav32 inh
O=C(Cn1nc(Cc2cccnc2)c2ccccc2c1=O)NCC1CCCO1 (stereo not given)	0.19
Cc1nc2ccccc2n1CCCOc1ccccc1	-1.4
CCOC(=O)CCCCC(=O)c1[nH]c(=O)[nH]c1Cn1ccnc1	0.22
CCn1c(SCC(=O)O)nnc1C1CCCCC1	-0.49
N#Cc1c(/N=C/N2CCCC2)oc(-c2ccccc2)c1-c1ccccc1	-0.2
CCCN(CC1CC1)S(=O)(=O)c1ccc(-n2cnnn2)c(OC)c1	0.71
CCOC(=O)/C(C#N)=C1/C=CN(c2ccc(C)cc2)C=N1	2.1
COC(=O)CCC(=O)Nc1cccc(Br)c1	0.34
Cc1cc(C)n2nc(SCC(=O)N/N=C/c3ccccc3F)nc2n1	-0.032
O=C1CC(N2CCN(Cc3ccc4c(c3)OCO4)CC2)C(=O)N1Cc1ccc(N2CCCC2=O)cc1 (stereo not given)	1.1
CCS(=O)(=O)N1CCCC(C(=O)NCCCN2CCCC2=O)C1 (stereo not given)	0.65
Cc1onc(-c2c(F)cccc2Cl)c1C(=O)NC1CCSC1=O (stereo not given)	-0.048
COc1ccc(CCNC(=O)C2CCN(S(=O)(=O)c3ccc(OC)c(OC)c3)CC2)cc1	-0.14
N#Cc1sc2nc3c(c(-c4cccnc4)c2c1N)CCC3	0.28
COc1cc(C(=O)NC2CCN(Cc3nnnn3Cc3cccs3)CC2)cc(OC)c1OC	1
COc1ccc(CCNS(=O)(=O)c2ccc(Cl)s2)cc1OC	-0.85
O=C1c2ccccc2S(=O)(=O)N1CC(O)COc1ccc(Cl)cc1 (stereo not given)	-2.3
O=C(NCCCN1CCc2ccccc2C1)C1CCN(c2nnc(-n3cccc3)s2)CC1	2.5
